dFosB activator – mouse delta FosB homodimer activation. P13346. purified delta FosB, TAMRA-CDK5 oligo fluorescence polarization; percent of positive-control signal above neutral wells. hit rate 0.99% among 340,000. AID 493131. activation, % at 25 µM;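 active means mean activation above about 17%, with every replicate also reaching it, limit read from the data, passing the limit was not always enough; inconclusive means only one of the two conditions met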;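 further: fluorescence polarization rise as delta FosB binds a TAMRA Cdk5 AP-1 oligo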
Target sequence (P13346 whole entry, looked up): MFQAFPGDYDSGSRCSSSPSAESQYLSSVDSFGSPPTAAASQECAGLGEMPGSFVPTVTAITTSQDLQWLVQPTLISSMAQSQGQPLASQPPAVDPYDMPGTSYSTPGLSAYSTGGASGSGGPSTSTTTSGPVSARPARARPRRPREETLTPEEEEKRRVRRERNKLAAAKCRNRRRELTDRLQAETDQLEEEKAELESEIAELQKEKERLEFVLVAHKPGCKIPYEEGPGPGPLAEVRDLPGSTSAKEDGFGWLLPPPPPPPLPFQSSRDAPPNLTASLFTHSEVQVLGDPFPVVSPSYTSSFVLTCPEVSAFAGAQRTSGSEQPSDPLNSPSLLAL
V-ATPase pHluor – regulators of yeast V-ATPase proton transport; S. cerevisiae, pHLuorin cytosolic pH fluorescence; response, % at 10 µM; hit rate 0.37% among 350,000; AID 504577; in the data active means response mostly above about 7.3%, no sharp cut-off; inactive means mostly below about 5.4%; further: actives read high; inactives centre near 0; some compounds called inactive have numbers as strong as hits; reference of the scale not given here
CDK5 inh – CDK5/p35 (human) kinase inhibition; Q00535+Q15078; Recombinant CDK5/p35, ADP-Glo luminescence, 60 min; inhibition, % at 10 µM; hit rate 0.01% among 330,000; AID 488839;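 active means highest replicate inhibition of at least 50% and at least 75% of replicates reaching 50%; inconclusive means only one of the two criteria met; inactive means both criteria failed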;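 further: plate controls were DMSO neutral control for no effect and GW8510 at 10 µM for full effect; many of its hits are not listed in these tables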
Wnt bcat act – Wnt/beta-catenin pathway activation. Wnt/beta-catenin reporter cell assay, activator, plate reader. hit rate 1.2% among 300,000. AID 743398. activation, % at 9.35 µM; in the data active means activation above about 30%, passing the limit was not always enough; inconclusive means no clear call, values can overlap the other calls;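 further: 0% = neutral control wells and 100% = positive control wells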
MITF act – increases MITF-driven TRPM1 promoter luciferase signal. SK-MEL-5 TRPM1-promoter luciferase, 24 h; % of positive control, neutral wells = 0. activation, % at 12.5 µM. hit rate 0.75% among 300,000;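 active means mean activation of at least 80% with every replicate also reaching 80%; inconclusive means mean reaches 80% but some replicate falls short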;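 further: 0% = neutral control wells and 100% = parthenolide positive control wells; values of inactives mirror those of a sister screen read the other way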
NSD2 inh – inhibitors of human histone methyltransferase NSD2; O96028; NSD2 peptide methylation, AlphaScreen, 120 min; inhibition, % at 12.5 µM; hit rate 0.54% among 310,000; in the data active means inhibition above about 50%
SR-BI DiI inh – inhibitors of mouse SR-BI mediated HDL lipid uptake; Q61009; ldlA[mSR-BI] CHO cells, DiI-HDL uptake fluorescence, 3 h; inhibition, % at 12.5 µM; hit rate 0.96% among 320,000;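 active means mean replicate inhibition of at least 70% and a set share of replicates each scoring 70 or more; inconclusive means meets just one of the two criteria; inactive means fails both criteria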;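 further: 0% = median of neutral control wells and 100% = median of positive control wells; values of inactives mirror those of a sister screen read the other way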
HTR5A ag – counter-screen for OPRM1-OPRD1 agonists: human HTR5A agonism; P47898; HTR5A agonist assay, luminescence, cell-based; activation, % at 9.3 µM; hit rate 0.61% among 340,000; AID 504692; in the data active means activation mostly above about 9.5%, no sharp cut-off; inactive means mostly below about 7.6%;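 further: 0% = cells with vehicle only and 100% = reference agonist; strong numbers were not always called active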
Target sequence (P47898 whole entry, looked up): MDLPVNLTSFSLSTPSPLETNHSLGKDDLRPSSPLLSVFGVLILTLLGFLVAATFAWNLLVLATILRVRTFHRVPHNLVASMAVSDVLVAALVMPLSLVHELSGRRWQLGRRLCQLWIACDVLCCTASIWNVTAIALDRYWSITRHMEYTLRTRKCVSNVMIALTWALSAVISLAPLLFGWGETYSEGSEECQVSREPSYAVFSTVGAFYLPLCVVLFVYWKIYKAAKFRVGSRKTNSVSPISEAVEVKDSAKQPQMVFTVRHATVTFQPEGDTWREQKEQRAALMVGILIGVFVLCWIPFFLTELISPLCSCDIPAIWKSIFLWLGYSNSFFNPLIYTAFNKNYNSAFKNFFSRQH
HTR5A inv ctr – inverse agonist of human HTR5A in OPRM1-OPRD1 counter-screen; hit rate 0.083% among 340,000; HTR5A cell line, luminescence, inverse agonism; P47898; inhibition, % at 9.3 µM; in the data active means inhibition mostly above about 23%, no sharp cut-off; inactive means mostly below about 18%;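 further: 0% = cells with DMSO and 100% = no-cell wells with DMSO; some compounds called inactive have numbers as strong as hits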
PvdQ inh – P. aeruginosa PvdQ acylase inhibition | purified PvdQ acylase, fluorescence plate reader | inhibition, % at 10 µM | hit rate 0.063% among 340,000 | AID 488965; in the data active means inhibition above about 30%, passing the limit was not always enough; inconclusive means no clear call, values can overlap the other calls;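 further: 0% = vehicle neutral wells and 100% = reference inhibitor wells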
* hit, by the source's call; ? = inconclusive; . = no result given.

SMILES	dFosB activator	V-ATPase pHluor	CDK5 inh	Wnt bcat act	MITF act	NSD2 inh	SR-BI DiI inh	HTR5A ag	HTR5A inv ctr	PvdQ inh
O=c1c(C(c2ccc(Br)cc2)c2c(O)nc3n(c2=O)CCS3)c(O)nc2n1CCS2	3	-1	0.8	1	-3	1	-24	2	-2	6
COc1ccc(C(=O)OCC(=O)NC(=O)NC2CCCC2)cc1[N+](=O)[O-]	-2	-1	-0.1	-3	0	-1	8	1	-3	-11
Cc1ccc(-c2cc(C(=O)N/N=C/c3ccc(F)cc3)n[nH]2)o1	8	-2	1.0	-2	-17	3	-2	-4	9	2
COc1ccc(NC(=O)c2cccnc2Nc2ccccc2)cc1	-17	3	1.2	.	24	0	13	0	-26	-7
C=CCn1c(-c2ccccc2)c[nH]c1=S	5	3	3.7	43*	65	5	-15	1	-12	-5
O=C(NCCC(=O)N1CCN(S(=O)(=O)c2ccccc2)CC1)c1ccc(Br)cc1	-5	1	-4.8	1	0	-2	-28	-3	7	-10
CCOC(=O)C/C(C)=N/NC(=O)COc1ccccc1C	-5	-61	1.1	-1	-11	-4	-28	-1	-17	-8
Cc1cc(-c2nc3cc(F)ccc3s2)ccc1N	-11	2	0.0	60*	8	5	5	5	-18	-48
COc1ccc(S(=O)(=O)N2CCC(C(N)=O)CC2)cc1	-5	3	-0.4	-2	-10	.	-10	10	-25	-2
COc1ccc(-c2csc(N(C)C(=O)c3ccco3)n2)cc1	0	3	0.1	16	.	-2	13	0	-2	-20
C[C@H](CO)N1C[C@H](C)[C@@H](CN(C)C(=O)Nc2ccccc2)Oc2c(NC(=O)NC3CCCCC3)cccc2C1=O	2	-1	-0.2	-3	6	.	26	5	-14	-8
Cc1nc(NC(=O)c2ccccc2O)sc1C	2	0	-1.6	11	?	-2	-16	-3	11	-18
CCSc1nnc(NC(=O)c2c(-c3ccccc3Cl)noc2C)s1	0	-1	-0.9	.	-6	-5	6	2	-6	-4
Cc1ccc(C(=O)N2CCN(C(=O)CN3CCCC3)C2)cc1	-4	1	-0.6	.	17	0	-6	-1	5	-16
Oc1cccc(Nc2nc(O)c(/C=C3\C=Nc4ccccc43)s2)c1	53*	0	-5.1	35*	47	2	60	4	-10	-9
CCN(CC)c1ccc(NC(=O)COc2ccc(C)cc2)cc1	-10	0	0.6	.	15	0	-50	-3	-22	1
C/C(=C\C(=O)O)C12CC3CC(CC(C3)C1)C2	-1	0	-0.6	2	-2	-7	-8	1	1	-13
CC(=O)c1cccc(NC(=O)C(NC(C)C)c2ccccc2)c1 (centres undefined)	-12	-1	-0.9	1	4	0	10	6	-2	-14
CN(C(=O)c1sc2nc(N3CCOCC3)c3c(c2c1N)CCCC3)c1ccccc1	-15	-4	-1.9	-1	-14	6	20	0	-24	-12
COc1cccc(C(=O)NC2CCNCC2)c1	-2	0	0.1	8	0	26	-15	0	0	11
CCNS(=O)(=O)c1ccc(CCC(=O)Nc2ccc(C(=O)OC)cc2)cc1	-1	-4	-0.5	0	-7	-2	6	3	11	-2
CCC(C)N(C(=O)CSc1ncnc2sccc12)C1CCS(=O)(=O)C1 (centres undefined)	-12	1	-0.2	-2	-3	-1	-18	-3	7	-5
COC(=O)c1cc2ccsc2n1CC(=O)Nc1cc(Cl)ccc1OC	-4	3	-1.7	.	-29	-2	26	-2	8	7
O=C(CCn1nnc2ccccc21)N/N=C\Cc1ccccc1	-1	-3	-1.3	-1	1	1	7	1	-2	-11
CCc1cccc(C)c1NS(=O)(=O)c1c(C)nc2sccn2c1=O	-3	-2	0.1	-2	4	.	-16	1	-2	-3
Cc1ccc(N=Nc2c(N)n(-c3ccccc3)[nH]c2=O)cc1	4	-1	0.9	.	78	3	-6	-4	-13	9
CCOc1cc(C=NNC(=O)CCCC(=O)NN=Cc2ccc(O)c(OCC)c2)ccc1O	-13	0	1.7	-5	3	-1	7	1	-3	-13
O=C(Nc1ccccc1N1CCN(c2ccc(F)cc2)CC1)C12CC3CC(CC(C3)C1)C2	-14	0	.	-4	8	.	12	-7	-2	2
COc1ccc(C(=O)N/C(=C\c2ccccc2)C(=O)Nc2cccc(C(=O)O)c2)cc1	-3	0	-0.9	0	-8	.	-16	0	-2	-12
CCOc1ccccc1NC(=O)c1ccccc1N(C)S(C)(=O)=O	-4	-4	0.4	0	2	-1	-11	1	-1	-25
Cc1cc(NC(=O)c2noc3c2CCc2ccccc2-3)no1	-2	1	-0.1	10	25	.	-30	-1	-32	-3
COC(=O)c1ccsc1NC(=O)c1ccc2c(c1)OCCO2	-9	0	-1.1	10	2	.	-1	-5	14	14
Cc1ccccc1C(=O)NNC(=O)c1ccc(Br)cc1	-6	3	-0.6	?	59	0	7	0	1	10
Cn1c(=O)c2c(nc(Sc3ncccn3)n2Cc2ccc(Cl)cc2)n(C)c1=O	-7	-3	0.2	-2	.	.	-25	1	-11	10
COc1ccccc1C(=O)NC(=O)COc1ccc(Cl)cc1Cl	-6	2	-2.1	0	2	8	-23	3	-8	-10
COC(=O)c1ccccc1NC(=O)Cn1nc(C(F)(F)F)c2c1CCC2	-9	-1	-0.1	.	.	15	30	2	-6	-10
CCC(=O)N1CCc2cc(S(=O)(=O)NCCC(=O)N3CCN(c4cccc(OC)c4)CC3)ccc21	-8	-7	.	0	-3	2	27	4	-1	7
CC(=NNC(N)=O)C1=C(O)C(C(C)C)NC1=O (centres undefined)	5	-2	-1.3	-2	-1	-1	-13	-4	17	-13
CCOCC(=O)Nc1cccc(-c2nc3cccnc3s2)c1C	3	1	-1.1	-1	.	.	13	1	1	-19
CCCc1cc(C(=O)NCC(C)C)no1	-3	0	0.3	17	.	.	-16	-2	5	11

Exported in CSV form: 14 of the compounds above.
structure,dFosB activator,V-ATPase pHluor,CDK5 inh,Wnt bcat act,MITF act,NSD2 inh,SR-BI DiI inh,HTR5A ag,HTR5A inv ctr,PvdQ inh
O=C(CCn1nnc2ccccc21)N/N=C\Cc1ccccc1,-1,-3,-1.3,-1,1,1,7,1,-2,-11
CCc1cccc(C)c1NS(=O)(=O)c1c(C)nc2sccn2c1=O,-3,-2,0.1,-2,4,.,-16,1,-2,-3
Cc1ccc(N=Nc2c(N)n(-c3ccccc3)[nH]c2=O)cc1,4,-1,0.9,.,78,3,-6,-4,-13,9
CCOc1cc(C=NNC(=O)CCCC(=O)NN=Cc2ccc(O)c(OCC)c2)ccc1O,-13,0,1.7,-5,3,-1,7,1,-3,-13
O=C(Nc1ccccc1N1CCN(c2ccc(F)cc2)CC1)C12CC3CC(CC(C3)C1)C2,-14,0,.,-4,8,.,12,-7,-2,2
COc1ccc(C(=O)N/C(=C\c2ccccc2)C(=O)Nc2cccc(C(=O)O)c2)cc1,-3,0,-0.9,0,-8,.,-16,0,-2,-12
CCOc1ccccc1NC(=O)c1ccccc1N(C)S(C)(=O)=O,-4,-4,0.4,0,2,-1,-11,1,-1,-25
Cc1cc(NC(=O)c2noc3c2CCc2ccccc2-3)no1,-2,1,-0.1,10,25,.,-30,-1,-32,-3
COC(=O)c1ccsc1NC(=O)c1ccc2c(c1)OCCO2,-9,0,-1.1,10,2,.,-1,-5,14,14
Cc1ccccc1C(=O)NNC(=O)c1ccc(Br)cc1,-6,3,-0.6,?,59,0,7,0,1,10
Cn1c(=O)c2c(nc(Sc3ncccn3)n2Cc2ccc(Cl)cc2)n(C)c1=O,-7,-3,0.2,-2,.,.,-25,1,-11,10
COc1ccccc1C(=O)NC(=O)COc1ccc(Cl)cc1Cl,-6,2,-2.1,0,2,8,-23,3,-8,-10
COC(=O)c1ccccc1NC(=O)Cn1nc(C(F)(F)F)c2c1CCC2,-9,-1,-0.1,.,.,15,30,2,-6,-10
CCC(=O)N1CCc2cc(S(=O)(=O)NCCC(=O)N3CCN(c4cccc(OC)c4)CC3)ccc21,-8,-7,.,0,-3,2,27,4,-1,7

Continued:
SMILES	dFosB activator	V-ATPase pHluor	CDK5 inh	Wnt bcat act	MITF act	NSD2 inh	SR-BI DiI inh	HTR5A ag	HTR5A inv ctr	PvdQ inh
c1ccc(-c2nc[nH]c2-c2ccccc2)cc1	-2	-2	-2.8	.	-6	5	-42	2	10	-14
COCCCNC(CC(=O)Nc1cc(C)cc(C)c1)C(=O)O (centres undefined)	-8	1	-0.9	-2	5	.	.	2	-11	-7
COc1ccc(CCNC(=O)Cc2c(Cl)cccc2Cl)cc1	1	1	3.3	-1	7	-1	-13	-4	11	-13
CCN(CC(=O)Nc1c(F)cccc1F)C(=O)CSc1nc2ccccc2o1	-5	-2	1.0	1	11	6	9	3	-8	-12
Cc1ccc(C(c2nnnn2Cc2ccccc2)N2CCN(Cc3ccccc3)CC2)cc1 (centres undefined)	-2	1	-1.1	.	8	-5	7	0	14	-19
CCc1nnc(NC(=O)c2ccc(Br)c(S(=O)(=O)N3CCOCC3)c2)s1	0	-2	0.8	-1	-12	-4	.	0	1	-16
COc1ccc(/C=C2/C(=O)C(C)(C(C)C)CCC2C)cc1 (centres undefined)	-1	-1	0.1	3	16	-1	.	-1	4	-8
Cc1[nH]n(C(N)=S)c(=O)c1N=Nc1ccc(Br)cc1	-5	0	-0.8	40*	41	-1	2	2	-8	-7
COc1ccc(S(=O)(=O)N2CCC(C(=O)Oc3c(OC)cccc3OC)CC2)cc1OC	-16	-4	1.3	3	7	0	-12	-1	1	7
CCOc1ccc(Nc2nc(Cc3nnc(SCC(=O)c4ccc(C)cc4)o3)cs2)cc1	-3	3	2.4	.	-1	.	10	16	-9	-3
Cc1nc2sc(C(c3ccc(Cl)cc3)N3CCOCC3)c(O)n2n1 (centres undefined)	8	3	2.3	.	3	-2	-14	-3	12	-21
CCS(=O)(=O)N1CCC(C(=O)NCc2ccc3c(c2)OCO3)CC1	-10	0	-0.3	-4	8	-2	45	-2	29	-11
CC1C2CC(C(S(=O)(=O)N3CCOCC3)C2=O)C1(C)C (centres undefined)	-11	-1	-1.0	0	.	-6	3	4	-4	-8
CCOC(=O)C1=C(C)Nc2ccccc2N=C1NC(=O)c1oc2ccccc2c1COC	-6	-1	-0.7	-9	-21	-1	1	3	-5	7
OC1=C(O)c2nc3cc(C(F)(F)F)ccc3nc21	-3	1	1.2	0	-3	19	-6	-3	-42	-15
Cc1ccc(Cn2nnc3c(=O)[nH]c(C4CCN(S(=O)(=O)c5ccc(C)cc5)CC4)nc32)cc1	-16	-6	0.8	.	-5	1	-23	1	-9	-7
CCOc1ccc(N=Cc2ccc3ccccc3c2)cc1	5	-1	0.0	0	-12	0	6	0	-2	6
CCN(CC(=O)Nc1ccc(S(=O)(=O)N2CCOCC2)cc1)Cc1ccccc1	-13	3	0.9	-3	2	6	-8	-4	11	-7
O=C(O)Cc1ccc(C(=O)c2ccccc2F)s1	-1	3	0.3	.	-3	-4	-12	-1	-1	5
COc1cc(C(=O)OCC(=O)N2CCCC2=O)cc(OC)c1C	-1	-1	-1.4	3	3	7	20	-4	2	7
CCOc1ccc(CNC(=S)N/N=C/c2ccc(OC)c(OC)c2)cc1	0	3	0.1	-2	-10	-2	-1	2	-5	-2

Bioassay records deposited in PubChem by several laboratories.
